# GalR3 antag: GalR3 antagonists in HEK293 cells, primary screen, cell-based, fluorescence readout. 360,000 compounds, 0.44% hits. AID 651719, 2012. HEK293 GalR3-CNG cAMP membrane potential fluorescence; galR3 body fused to GalR1 C-terminus. inhibition, % at 3 µM;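 active = inhibition above the screen-wide average plus 3 SD, cut at about 13% in these data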;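 note: forskolin and galanin both at EC90 stimulate the cells; cAMP rise reported by CNG channel membrane potential dye signal; 0% = forskolin plus galanin with DMSO and 100% = forskolin alone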
# Target sequence (O60755 1-299 limits assumed): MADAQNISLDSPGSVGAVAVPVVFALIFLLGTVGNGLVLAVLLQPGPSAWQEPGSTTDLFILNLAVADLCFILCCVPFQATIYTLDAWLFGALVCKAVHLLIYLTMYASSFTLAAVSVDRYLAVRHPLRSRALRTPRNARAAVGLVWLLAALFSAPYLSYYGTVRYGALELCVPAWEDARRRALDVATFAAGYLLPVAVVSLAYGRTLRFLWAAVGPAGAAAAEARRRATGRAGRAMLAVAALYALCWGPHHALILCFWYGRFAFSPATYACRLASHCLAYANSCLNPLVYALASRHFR
# * marks the source's active call; other numbers are inactive results. An excerpt; count on the stated rates, not on these rows.
SMILES,GalR3 antag
CCCOc1ccc(F)cc1-c1cc(C(=O)Nc2cc(OC)ccc2OC)[nH]n1,-4
CCOC(=O)[C@@H](NC(=O)/C=C/[C@H]1O[C@@H](n2cc(C)c(=O)[nH]c2=O)C[C@@H]1O)C(C)C,-6
CN(C)CC(=O)N[C@@H]1CC[C@@H](CCNS(=O)(=O)c2ccccc2)O[C@@H]1CO,-4
O=C(NC1CCCC1)C(c1ccco1)N1CCN(c2c(Cl)cncc2Cl)CC1 (configuration not stated),-8
O=C1NC[C@H](CCCCN2C[C@H](Cc3ccccc3)N(CC3CCCCC3)C(=O)C2=O)N(CCc2ccc(O)cc2)C1=O,-6
COc1cccc(-c2cc3nc(Nc4ccc(OC)c(OC)c4)n(C)c(=O)c3s2)c1,-6
COC(=O)[C@@]12C[C@@H](CC(=O)NCCc3ccccc3OC)C(=O)N(Cc3ccccc3)C1=CCC(C)(C)C2,-8
C[C@@H]1CN([C@H](C)CO)S(=O)(=O)c2ccc(Br)cc2O[C@H]1CN(C)CC1CCOCC1,-7
CCc1nc2c(OCc3ccc(C#N)cc3)cccn2c1N(C)C(=O)c1cccs1,-7
CC(C)[C@H](NC(=O)C1CCCC1)C(=O)N1CCC[C@H]1C(=O)NCc1ccccc1,-9
Oc1ccc(C[C@H]2CNC(=S)N2C[C@H]2CCCN2C[C@H](Cc2ccccc2)N2C[C@H](Cc3ccccc3)N(CC3CCCCC3)C2=S)cc1,-8
O=C(Nc1nnc([C@@H]2C[C@H](O)[C@@H](CO)O2)s1)Nc1ccc(F)cc1F,-6
CC1(C(=O)NS(=O)(=O)C2CC2)CCN(C(=O)c2cc3ccccc3s2)C1 (configuration not stated),-6
Cn1c(NCc2ccccc2F)nc2cc(-c3cccc(Cl)c3)sc2c1=O,-7
COC(=O)C1=C(C)N(Cc2cccc(C(F)(F)F)c2)C(=NCc2ccc(C(F)(F)F)cc2)NC1c1ccc(F)cc1 (configuration not stated),-4
CC(C)[C@@H]1Cc2[nH][nH]c(=O)c2[C@H](c2ccc(F)cc2)O1,-2
CS(=O)(=O)Nc1ccc(-c2ccc3nccn3c2)cc1,5
CCOC1=C2CN(S(=O)(=O)c3ccccc3)[C@H](c3ccccc3)C[C@H]2n2c(=O)n(-c3ccccc3)c(=O)n2C1,-3
COC(=O)[C@@]12C[C@@H](CC(=O)NCCCCc3ccccc3)C(=O)N(Cc3ccccc3)C1=CCC(C)(C)C2,-8
Cc1ccc2nc(-c3ccc(Cl)cc3)c(Cc3ccccc3C(F)(F)F)n2c1,-6
CC1(c2nnnn2Cc2ccccc2)CCC(=O)N1c1ccc(N2CCOCC2)cc1 (configuration not stated),-1
O=C(Cc1ccc(NC(=O)C2CCN(C(=O)CCc3ccccc3)CC2)cc1)Nc1cccc(C(=O)N2CCCC2)c1,1
COc1cc(OC)cc(C(=O)NCC2CCN(C(=O)C(=O)c3cc4ccccc4o3)CC2)c1,1
Cc1nc2c(OCc3ccc(Cl)cc3)cccn2c1N(C)C(=O)CCC1CCCC1,-5
CC(C)N(C)c1ncnc2c1ncn2[C@H]1CN(Cc2ccccc2)C[C@@H](CO)O1,-8
CCOC(=O)[C@]12CCCC=C1N(CCC1=CCCCC1)C(=O)[C@H](CC(=O)NCc1ccc(OC)c(OC)c1)C2,-6
c1ccc(Cc2cnc(N3CCN(Cc4csc5ccccc45)CC3)nc2)cc1,-6
CCNC(=O)C[C@@H]1C=C[C@@H](NS(=O)(=O)c2ccc(F)cc2)[C@@H](CO)O1,-4
CN(C)CCN(C)C1CN(Cc2ccc(F)cc2)S(=O)(=O)C1 (configuration not stated),3
CC1(C(=O)NS(=O)(=O)c2ccc(C#N)cc2)CCN1C(=O)Cc1cccc2ccccc12 (configuration not stated),-5
CN(c1ccc(Cl)cc1)c1cc2c(c3c1ccn3C)C1CCC2O1 (configuration not stated),-6
O=C(NCC(F)(F)F)c1ccc2sc([C@H]3C[C@H](O)[C@@H](CO)O3)nc2c1,-4
CN(C)CCNC(=O)c1cccc(-c2cnc3c(NC=O)cc(-c4cc(F)c(F)c(F)c4)cn23)c1,-5
NC(Cc1ccc(Cl)cc1)c1csc(Nc2ccc(-c3ccccc3)nn2)n1 (configuration not stated),-7
CC1(C(=O)NS(=O)(=O)c2ccccc2OC(F)(F)F)CCN1C(=O)c1ccco1 (configuration not stated),-9
N#C[C@H](N)[C@H]1O[C@@H](n2ccc(=O)[nH]c2=O)[C@H](O)[C@@H]1O,2
CC(C)n1c(=O)c2ccccc2n1Cc1cn(Cc2ccccc2)nn1,-7
COc1cccc(C(O)c2ncc(-c3ccccc3)[nH]2)c1 (configuration not stated),-1
CCCCNC(=O)C1C(c2ccccc2)=Nc2ccccc2N1C(=O)c1ccc(C)cc1 (configuration not stated),-8
COc1ncccc1-c1cc2nc(NCCNC(C)=O)n(C)c(=O)c2s1,-6
Cc1ccc([C@H]2C[C@]34CNS(=O)(=O)[C@H]3C[C@H]2O4)cc1,-5
O=C1CCN(Cl)C(=O)N1Cl,2
CCOC(=O)C1=CCN(S(=O)(=O)c2ccccc2Cl)C1c1ccccc1 (configuration not stated),-8
N#Cc1cccc(NC(=O)c2cc(C3CCCCN3C(=O)c3ccccc3)on2)c1 (configuration not stated),-7
COc1ccc(C(C(=O)NCc2ccccc2)n2c(-c3ccccn3)nc3ccccc32)cc1 (configuration not stated),-9
COc1cccc(CNC(=S)Nc2ccc3c(c2)c(=O)n(C)n3C)c1,-6
Cc1ccc(-c2ccc(CN3C(C(C)C)C(=O)N(Cc4cn(CCC5OCCO5)nn4)CCS3(=O)=O)cc2)c(C)c1 (configuration not stated),-2
CCOC(=O)C1CCCN(C(=O)C2(c3ccc(Cl)cc3)CCCC2)CC1 (configuration not stated),-9
COC(=O)c1cc2c(c3c4ccccc4n(S(=O)(=O)c4ccc(OC)cc4)c13)C(=O)N(Cc1ccc(C(F)(F)F)cc1)C2,-6
COc1ccc(Cc2c(-c3ccc(OC)c(OC)c3)nc3cc(C)c(Br)c(C)n23)c(C)c1,-5
COc1cccc(-c2cc(CNC(=O)[C@H]3O[C@@H](n4ccc(N)nc4=O)[C@H](O)[C@@H]3O)no2)c1,1
CC(O)(c1ccccc1)c1nc(-c2ccc3c(c2)OCO3)cs1 (configuration not stated),-3
COC(=O)[C@]12C[C@H](CC(=O)NCc3cccc(C(F)(F)F)c3)C(=O)N(Cc3ccccc3)C1=C[C@H](C(C)(C)C)O[C@@H]2C,-6
CCCCn1nnnc1C(c1cc2ccccc2o1)N(CCC#N)Cc1ccccc1 (configuration not stated),-9
CC(=O)Nc1cc(-c2cccc(C(=O)NCCN(C)C)c2)cn2c(-c3ccc(S(C)(=O)=O)cc3)cnc12,-6
Cc1onc(-c2ccccc2)c1C(=O)N1CCC(C)(C(=O)NS(=O)(=O)C2CC2)C1 (configuration not stated),-4
CC(C)CN1CCC1(C)C(=O)Nc1cccc(C#N)c1 (configuration not stated),5
CNc1cccc(-c2ccc(C(C)=O)s2)n1,-5
C[C@]12Cc3ccccc3C1CC1=N[C@@H](c3ccc(C(F)(F)F)cc3)O[C@@]13C[C@@H]2C(=O)N3Cc1ccncc1 (some centres not stated),-7
CCc1nc2ccc(C(=O)Nc3ccc(OC)c(OC)c3)cn2c1N(C)Cc1ccc(N(C)C)cc1,-1

# Some of these compounds in order of molecular weight, highest first:
SMILES,GalR3 antag
COC(=O)[C@]12C[C@H](CC(=O)NCc3cccc(C(F)(F)F)c3)C(=O)N(Cc3ccccc3)C1=C[C@H](C(C)(C)C)O[C@@H]2C,-6
CC(=O)Nc1cc(-c2cccc(C(=O)NCCN(C)C)c2)cn2c(-c3ccc(S(C)(=O)=O)cc3)cnc12,-6
O=C1CCN(Cl)C(=O)N1Cl,2

# Remaining list, next part:
SMILES,GalR3 antag
Nc1nc2c(ncn2[C@@H]2O[C@H](CNCC3=Cc4cc(O)ccc4OC3)[C@@H](O)[C@H]2O)c(=O)[nH]1,-5
COC(=O)C1=C(C)N(Cc2ccccc2C(F)(F)F)C(=NCc2ccc(C(F)(F)F)cc2)NC1c1cccc(F)c1 (configuration not stated),-8
CC(C)c1ccc(NC(=O)C2Cc3c(-c4cccc(F)c4)ccnc3O2)cc1 (configuration not stated),-2
Cc1cc(O)cc(=O)n1-c1cccc([N+](=O)[O-])c1,-7
CC(=O)c1cccc(-c2ccnc3c2CC(C(=O)Nc2cccc(Oc4ccccc4)c2)O3)c1 (configuration not stated),-6
CC(C)C[C@@H]1COc2cc(NC3CC3)ccc2S(=O)(=O)N1,-4
O=S1(=O)CC(N2CC=CC2)CN1Cc1cn(Cc2ccc(Cl)cc2)nn1 (configuration not stated),-4
CCC(OC(=O)c1ccc(S(C)(=O)=O)c([N+](=O)[O-])c1)C(=O)NC1C2CC3CC(C2)CC1C3 (configuration not stated),-9
Cc1c(C(=O)NCc2ccccn2)sc(=O)n1Cc1ccc(-c2ccccc2)cc1,-2
O=C(N[C@H](C(=O)N1CCC[C@H]1C(=O)NC1CCCC1)C1CCCCC1)c1ccc(Cl)cc1Cl,-8
CC(O)(c1ccccc1)c1nc(-c2cccc(F)c2)cs1 (configuration not stated),-4
C=CCNc1nc(NCCCN2CCCC2=O)c2sc(-c3ccccc3)cc2n1,0
CN1CCCCC(NC(=O)c2ccc(F)c(F)c2)C1=O (configuration not stated),-8
CC1=C(C(=O)N2CCCCCC2)CC(CC(=O)NCc2cccs2)C(=O)N1CCC1=CCCCC1 (configuration not stated),-11
Cc1c(P(=S)(c2ccccc2)c2ccccc2)[n+]2ccccc2n1CCc1ccccc1,-3
O=C1NC[C@H](CCCCN2CCN(CCc3ccccc3)C(=O)C2=O)N(CCc2ccccc2)C1=O,5
C[C@@H]1CCCN1[C@@H]1CS(=O)(=O)N[C@H]1COCc1ccccc1,-1
CCNC(=O)C1CCCN(C(=O)c2ccc(OC)c(OC)c2)CC1 (configuration not stated),-7
CC(=O)c1ccc(OC2(C)CCN(Cc3ccc4ccccc4c3)C2)cc1 (configuration not stated),-4
O=C(NCc1ccccc1)C(c1ccc(F)cc1)N1CCN(CCN2CCOCC2)CC1 (configuration not stated),-6

# Five successive records already listed, quoted:
SMILES,GalR3 antag
C=CCNc1nc(NCCCN2CCCC2=O)c2sc(-c3ccccc3)cc2n1,0
CN1CCCCC(NC(=O)c2ccc(F)c(F)c2)C1=O (configuration not stated),-8
CC1=C(C(=O)N2CCCCCC2)CC(CC(=O)NCc2cccs2)C(=O)N1CCC1=CCCCC1 (configuration not stated),-11
Cc1c(P(=S)(c2ccccc2)c2ccccc2)[n+]2ccccc2n1CCc1ccccc1,-3
O=C1NC[C@H](CCCCN2CCN(CCc3ccccc3)C(=O)C2=O)N(CCc2ccccc2)C1=O,5

# The listing continues:
SMILES,GalR3 antag
C[C@H]1COc2cc(N3CCCC3)ccc2S(=O)(=O)N1,-7
CC(C)(C)n1nnnc1C(c1ccccc1)N1CCN(c2ccc(F)cc2)CC1 (configuration not stated),-5
COC(=O)[C@]12CCCCC=C1N(Cc1ccco1)C(=O)[C@H](CC(=O)NCC13CC4CC(CC(C4)C1)C3)C2,-7
COc1ccc2[nH]c3c(c(=O)c2c1)CCCC3,-3
CC(C)C[C@@H]1Cc2[nH][nH]c(=O)c2[C@H](c2ccc(Cl)cc2)O1,-6
Cc1cccc(C)c1NC(=O)C(c1ccccc1)N1CCN(C/C=C/c2ccccc2)CC1 (configuration not stated),-2
C[C@H](O)[C@@H]1CN2CCc3ccc(-c4ccc5c(c4)OCO5)cc3[C@@H]2C[C@@H]1N(C)Cc1cc(Cl)cc(Cl)c1,-7

# Bioassay records deposited in PubChem BioAssay by The Scripps Research Institute Molecular Screening Center.
